TDP-43 yeast inh: qHTS of TDP-43 Inhibitors; AID 652104, 2013; 1.8% of 410,000 active; Potency, µM (top dose mostly 46.1 µM), for the others: at the top dose growth rescue (activation), most hits filed as activators; TDP-43 expressing yeast growth rescue, BacTiter-Glo, 24 h; further: potency means the concentration at half of the fitted maximal effect; % of control where 0% means no effect; nearly all actives have a fitted effect of over 50% in size
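Yeast expressing TDP-43 (pregrown in raffinose, seeded at OD600=0.02 in galactose medium) exposed to compounds 24 hr at 30 deg C. Growth read by BacTiter-Glo luminescence; rescue of toxicity appears as increased signal.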
GLP1R ag: qHTS of GLP-1 Receptor Agonists | Glucagon-like peptide 1 receptor (Homo sapiens), P43220 | HEK293 GLP-1R CRE-luciferase, luminescence, 4-6 h; cells express a hypersensitive GLP-1R form | Potency, µM (series often up to 45.6 µM), for inactives: at the highest dose activation, hits mostly activators | 0.007% of 380,000 active | AID 624172, 2012; further: potency means the concentration at half of the fitted maximal effect; % of control where 0% means no effect
Target sequence (P43220 whole entry, looked up): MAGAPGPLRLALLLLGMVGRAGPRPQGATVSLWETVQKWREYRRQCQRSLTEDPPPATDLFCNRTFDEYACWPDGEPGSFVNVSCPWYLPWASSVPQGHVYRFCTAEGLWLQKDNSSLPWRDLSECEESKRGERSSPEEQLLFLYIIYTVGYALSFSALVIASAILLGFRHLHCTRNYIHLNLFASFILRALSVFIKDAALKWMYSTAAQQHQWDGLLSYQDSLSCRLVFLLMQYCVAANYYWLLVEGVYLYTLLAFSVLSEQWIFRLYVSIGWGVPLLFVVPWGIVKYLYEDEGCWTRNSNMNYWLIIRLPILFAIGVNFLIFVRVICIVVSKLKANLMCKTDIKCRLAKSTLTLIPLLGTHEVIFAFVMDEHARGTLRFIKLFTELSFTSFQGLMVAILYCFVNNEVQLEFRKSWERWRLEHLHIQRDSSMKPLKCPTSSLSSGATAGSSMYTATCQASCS
GLP1R inv ag: qHTS of GLP-1 Receptor Inverse Agonists (Inhibition Mode); Glucagon-like peptide 1 receptor (Homo sapiens), P43220; Potency, µM (series often up to 38.3 µM), for the others: at the top dose activity change, negative = inhibition, most hits filed as inhibitors; HEK293 GLP-1R CRE-luciferase, luminescence, 24 h; GLP-1R form is constitutively active; 1.6% of 410,000 active; AID 624417, 2012; further: potency means the concentration at half of the fitted maximal effect; on the % scale 0 is the no-effect control and ±100 the full control effect; nearly all actives have a fitted effect of over 55% in size
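Constitutively active GLP-1R drives a cAMP-responsive luciferase in stably transfected HEK293 cells; test compounds are added after overnight (12 h) attachment and left 24 hr, and signal loss in luminescence marks inhibition.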
Abeta yeast res: qHTS for compounds that reverse cellular toxicity of Amyloid beta (A-beta) peptide in yeast: Primary Screen | yeast expressing A-beta42, growth rescue, OD600, 48 h; response scale: 0% DMSO, 100% iron-clioquinol control | Potency, µM (titrated, usually from 46.1 µM), without a hit: at the top dose growth rescue, actives largely listed as activators | 0.063% of 410,000 active | AID 1347071, 2019; further: potency means the concentration at half of the fitted maximal effect; nearly all actives have a fitted effect of over 55% in size
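Growth rescue measured by 600 nm absorbance after 48 h yeast culture at 30 C with compound. Values normalized between DMSO and an equimolar ferric chloride plus clioquinol control.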
FUS yeast rescue: qHTS for Suppressors of FUS Proteinopathy: Primary screen using FUS-linked yeast assay; S. cerevisiae FUS-expressing, growth rescue, OD600, 24 h; Potency, µM (highest dose often 76.6 µM), for inactives: top-dose growth rescue (activation), hits mostly activators; 0.24% of 390,000 active; AID 1347120, 2019;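 further: potency means the concentration at half of the fitted maximal effect; plate controls were DMSO vehicle for no effect and reference control for full effect; nearly all actives have a fitted effect of over 55% in size; some results filed as inactive show a strong effect at the top dose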
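Absorbance at 600 nm, taken 24hr after compound addition, measured rescue of FUS-yeast growth at 30C. Induction used 2% galactose with seeding at OD 0.005. Controls: CP55940 from 92uM final, DMSO only.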
PTHR1 agonist: qHTS for PTHR1 Agonists: Primary Screen | Parathyroid hormone/parathyroid hormone-related peptide receptor (Homo sapiens), Q03431 | HEK293 GP2 PTHR1 cells, GloSensor cAMP luminescence, 1 h | Potency, µM (doses to about 115 µM), inactives show at the top dose activation, hits mostly activators | 0.075% of 410,000 active; further: potency means the concentration at half of the fitted maximal effect; nearly all actives have a fitted effect of over 55% in size; some results filed as inactive show a strong effect at the top dose; inactives centre near -15; many of its hits are not listed in these tables
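HEK-293-derived GP2 cells expressing PTHR1 and a GloSensor cAMP reporter, 3,000/well, plated overnight, given luciferin plus IBMX (each 0.5 mM as added) for 1 h at 37 °C, then compound for 1 h at 37 °C. Luminescence was read after 15 min at room temperature.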
aSyn yeast inh: qHTS of alpha-syn Inhibitors; Yeast expressing alpha-synuclein, growth rescue, BacTiter-Glo, 24 h; Potency, µM (series often up to 46.1 µM), without a hit: top-dose growth rescue (activation), actives largely listed as activators; 0.14% of 370,000 active; AID 652106, 2013; further: potency means the concentration at half of the fitted maximal effect; % of control where 0% means no effect; nearly all actives have a fitted effect of over 65% in size
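Screening used galactose-induced yeast with toxic alpha-synuclein levels, exposed to compound for 24 hr at 30 deg C. Cell growth, read with BacTiter-Glo luminescence, gave the measured signal.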
D3 antag: qHTS of D3 Dopamine Receptor Antagonist: qHTS; 2.5% of 360,000 active; D3R cells, DiscoveRx beta-arrestin luminescence, antagonist mode; active compounds read low; D(3) dopamine receptor (Homo sapiens), P35462; max response, negative = inhibition, %; in the data active means max response below about -50%; inconclusive means no clear call, values can overlap the other calls; further: on the % scale 0 is the no-effect control and ±100 the full control effect; mostly tested at two doses, the higher about 12 µM
Target sequence (P35462 whole entry, looked up): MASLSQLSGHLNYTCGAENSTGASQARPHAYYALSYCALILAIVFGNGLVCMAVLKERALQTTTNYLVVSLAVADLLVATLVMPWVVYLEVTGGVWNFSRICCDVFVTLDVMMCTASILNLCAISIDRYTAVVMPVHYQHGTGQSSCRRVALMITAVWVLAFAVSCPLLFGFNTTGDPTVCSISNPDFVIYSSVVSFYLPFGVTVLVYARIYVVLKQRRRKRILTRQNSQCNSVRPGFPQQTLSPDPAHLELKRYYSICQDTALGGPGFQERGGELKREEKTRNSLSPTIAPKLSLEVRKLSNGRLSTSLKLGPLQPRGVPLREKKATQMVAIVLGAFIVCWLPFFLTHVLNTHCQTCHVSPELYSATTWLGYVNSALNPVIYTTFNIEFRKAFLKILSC
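Cells plated overnight at 1500 cells/well, then exposed to library compounds with dopamine controls for 90 minutes at 37 degrees C. DiscoveRx reagent added for 30–60 minutes at room temperature; luminescence read, quantitative HTS format.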
pAkt inh: HTS Assay for Inhibitors of Akt Phophorylation: Primary Screen. activity change, % for hits at 50 µM. 0.32% of 360,000 active. Neuro2A IGF-stimulated pAkt S473 HTRF, 20 min; active compounds read low; in the data active means activity change below about -80%; inconclusive means mostly about -51% to -80%; further: on the % scale 0 is the no-effect control and ±100 the full control effect
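Neuro2A cells (4,500/well, DMEM with 0.5% FBS) were treated with compound at a single 50 µM final concentration, stimulated with 6 nM IGF for 20 min at 37 °C, and lysed. Phospho-Akt Ser473 was read by HTRF as 665/615 ratio ×10^4.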
Active calls of the source: *; i = inactive; ? = inconclusive; · = no result given; & = joins results of further samples; [ ] = dose if it differs, or a comment. Unless noted, the call rests on the fitted dose curve; in most records, active means well fitted curve in the direction sought with a large enough effect; inconclusive means small, poorly fitted or top-dose-only effect, or another doubt; inactive means no such curve, though single readings can be large; an effect the other way counts as inactive or inconclusive. A portion of the library; the hit share may differ from the screen's.

SMILES | TDP-43 yeast inh | GLP1R ag | GLP1R inv ag | Abeta yeast res | FUS yeast rescue | PTHR1 agonist | aSyn yeast inh | D3 antag | pAkt inh
CS(=O)(=O)NCCSCc1ccccc1 | -1.9% | 11.9% | 9.3% | 13.1% | 3.8% | -9.0% | -2.5% | 0.0 | i
O=C(Cn1cncn1)c1ccccc1 | -1.7% | -0.6% | -10.0% | 4.5% | 5.4% | -21.6% | -4.1% | 0.5 | i
CCOC(=O)C1=CN(Cc2cccc(F)c2)S(=O)(=O)N(CC)C1c1ccc2ccccc2c1 (stereo not given) | 2.3% | -2.8% | 7.9% | 2.7% | -9.3% | -0.4% | -1.3% | -20.0 | i
O=C(O)c1ccccc1-c1ccccc1C(=O)Nc1ccc(F)cc1 | 0.8% | 1.9% | 2.8% | -15.3% | 21.1% | i | -2.8% | -1.6 | i
N#Cc1cncc(C#Cc2ccccc2)c1 | 16.3% | 21.9% | 4.6% | -0.2% | -9.7% | -12.1% | 8.9% | 3.8 | i
COc1ccc(OC)c(N/C=C/C(=O)c2ccc(OC)c(OC)c2)c1 | ? | ? | 56.8%[activator] | -30.5%[inhibitor] | 43.9% | -49.0%[inhibitor] | 9.8% | -10.6 | i
CCCOc1ccc(C(=O)CCC(=O)OCC(=O)N(C)c2c(N)n(Cc3ccccc3)c(=O)[nH]c2=O)cc1 | -1.8% | -0.6% | 18.3% | 14.5% | 21.5% | 19.5% | 1.4% | -7.4 | i
COc1cc(C=NO)nc(-c2ccccn2)c1 | -59.0%[inhibitor] | -5.3% | 10.8% | -75.3%[inhibitor] | · | i | -2.0% | 17.2 | i
COc1ccc(NS(=O)(=O)c2cc(NC(=O)COc3ccccc3F)ccc2OC)cc1 | 0.4% | 4.2% | -23.2% | -6.3% | ? | -54.1%[inhibitor] | 17.1% | -0.5 | i
COCCn1c(-c2ccccc2F)n[nH]c1=S | 1.4% | -9.7% | 13.1% | 1.5% | -7.6% | i | -4.5% | 11.6 | i
Cn1c(SCC(=O)NCC2CCCO2)ncc(C(=O)Nc2ccccc2)c1=O (stereo not given) | 4.1% | 8.1% | ? | 4.2% | -6.6% | -39.0%[inhibitor] | 4.8% | ? | i
Cn1ncc2c(=S)[nH]c(=S)[nH]c21 | 23.8% | -3.4% | -2.2% | -8.0% | -15.1% | -20.5% | -6.3% | -12.7 | i
COc1ccccc1C(=O)NC(=O)COC(=O)/C(=C/c1ccccc1)NC(C)=O | -21.3% | -10.3% | 18.8% | -10.8% | 13.9% | i | 2.5% | 6.8 | i
COc1ccc(Cc2nc(-c3ccc(Br)cc3)no2)cc1 | 25.8% | 5.2% | -16.7% | 17.0% | -7.7% | -23.3%[57.5 µM] | -11.5% | 42.1 | i
O=C(O)/C=C/C(O)c1ccc(Cl)cc1 (stereo not given) | 17.2% | -4.3%&8.5% | 0.0% | 8.0% | -17.1% | 3.0% | ? | 20.1 | i
COCCNC(=O)NC(=O)CSc1nc(C)c(C)c(C)n1 | 9.2% | -0.5% | 57.0%[activator] | -4.9% | 8.2% | i | -2.1% | 0.2 | i
CCCCNc1oc(-c2ccc(COc3ccc(OC)cc3)o2)nc1C#N | 2.7% | · | -28.5% | -27.1% | -1.1% | i | · | · | ·
O=C(COc1ccccc1-c1ccccc1)N/N=C/c1ccccn1 | 7.1% | 6.8% | ? | -11.4% | -18.9% | -41.9%[inhibitor] | ? | 53.1 | i
O=S(=O)(NCc1ccccc1)c1ccc(F)cc1Br | 18.0% | 9.1% | 1.7% | 9.0% | 2.7% | -21.3% | -0.1% | -26.0 | i
Cc1cccc(C)c1N(CC(=O)NCc1ccco1)C(=O)CNS(=O)(=O)c1ccc(F)cc1 | 22.6% | 5.0% | -11.6% | 2.0% | 11.2% | i | 0.7% | 11.5 | i

Three records picked at random from those above, as already listed:
SMILES | TDP-43 yeast inh | GLP1R ag | GLP1R inv ag | Abeta yeast res | FUS yeast rescue | PTHR1 agonist | aSyn yeast inh | D3 antag | pAkt inh
O=C(Cn1cncn1)c1ccccc1 | -1.7% | -0.6% | -10.0% | 4.5% | 5.4% | -21.6% | -4.1% | 0.5 | i
CCCOc1ccc(C(=O)CCC(=O)OCC(=O)N(C)c2c(N)n(Cc3ccccc3)c(=O)[nH]c2=O)cc1 | -1.8% | -0.6% | 18.3% | 14.5% | 21.5% | 19.5% | 1.4% | -7.4 | i
Cc1cccc(C)c1N(CC(=O)NCc1ccco1)C(=O)CNS(=O)(=O)c1ccc(F)cc1 | 22.6% | 5.0% | -11.6% | 2.0% | 11.2% | i | 0.7% | 11.5 | i

(next part)
SMILES | TDP-43 yeast inh | GLP1R ag | GLP1R inv ag | Abeta yeast res | FUS yeast rescue | PTHR1 agonist | aSyn yeast inh | D3 antag | pAkt inh
CSc1ccc(CN2CCC2(C)C(=O)NCc2cccc(C(F)(F)F)c2)cc1 (stereo not given) | 17.1% | -2.0% | ? | 15.2% | 9.0% | i | -2.1% | -8.9 | i
Cc1cccc(-n2ncc3c2CCCC3NC(=O)c2cccs2)c1C (stereo not given) | 17.2% | 3.8% | ? | 5.5% | -10.3% | -24.4% | 8.1% | 9.0 | i
O=C(Cn1ccc2ccccc2c1=O)NCC(=O)N1CCN(c2ccc(F)cc2)CC1 | -5.1% | 9.0% | -8.1% | 7.8% | 3.8% | i | 5.4% | -21.5 | i
Cc1oc2c(cc(NS(=O)(=O)c3ccc4c5c(cccc35)C(=O)N4)c3ccccc32)c1C(=O)OC(C)C | 10.0% | 1.3% | 0.0% | 24.9% | ? | i | 1.7% | ? | i
O=C(Nc1cc(Cl)cc2c1-c1ccc(Cl)cc1C2O)C(Cl)Cl (stereo not given) | -9.4% | -15.3% | -75.1% | -7.8% | · | -96.0%[inhibitor] | -29.0% | -1.8 | i
CCn1c(CSc2nc3ccccc3s2)nnc1SCC(N)=O | -11.0% | -4.9% | 0.0% | 7.3% | 13.8% | i | 2.9% | -16.4 | i
CSc1ccc(Cn2c(C)c(C(=O)NCCC#N)sc2=O)cc1 | 2.3% | 11.3% | 0.0% | -14.0% | 8.1% | -8.1% | 0.7% | -8.4 | i
Cc1sc2ncnc(OCc3nnc(-c4cccs4)o3)c2c1C | -10.2% | 13.1% | 44.7%[activator] | -8.4% | 22.4% | i | 12.1% | -15.3 | i
O=C(CSCc1ccccc1Cl)Nc1ccc2c(c1)OCCO2 | ? | -1.9% | 0.0% | 22.4% | 14.5% | -9.4%[57.5 µM] | 9.7% | -16.4 | i
CCCCn1c(N)c(N(CCOC)C(=O)CCCn2c(=O)oc3ccccc32)c(=O)[nH]c1=O | -16.8% | 1.0% | 4.3% | 2.5% | 3.6% | i | 3.7% | 8.2 | i
COc1ccc(S(=O)(=O)N2CCC(C(=O)NCc3ccco3)CC2)cc1 | 0.3% | -4.1% | -2.4% | 5.5% | -5.6% | i | 0.8% | 28.5 | i
COc1ccc2nc(SCC(=O)C(C)(C)C)[nH]c2c1 | 19.0% | -5.4% | 16.1% | 20.5% | 1.5% | i | -6.9% | -0.5 | i
CCCN(Cc1cc2cc(C)ccc2[nH]c1=O)C(=O)c1cccc(Cl)c1 | 31.5% | · | 1.3% | 2.9% | -19.5% | -16.4% | · | · | ·
C=CCC[C@@H](Cc1ccc(F)cc1)C(=O)OC[C@@H](NC(=O)[C@@H](CC=C)CC(=O)N[C@@H](CO)Cc1ccccc1)C(C)(C)C | 22.8% | -1.8% | 10µM* | 12.5% | 42.1% | -22.6% | -1.5% | -22.1 | i
O=C(NC(=S)NCC1CCCO1)c1cccs1 (stereo not given) | -13.1% | 7.6% | 17.3% | 23.2% | · | i | -2.2% | -14.9 | i
CC(C)c1ccc(C(=O)N2CCN(CCO)CC2)cc1 | -9.4% | -4.6% | -8.8% | -0.9% | -12.9% | i | -2.8% | 23.0 | i
COc1ccc(CCN2C(=O)c3cccc4cccc(c34)C2=O)cc1OC | 15.4% | 0.7% | 1.5% | 9.3% | · | -6.6% | -2.1% | 17.7 | i
CN1OC[C@@H]2CN(C(=O)C(C)(C)C)[C@H](c3ccc(-c4cc5ccccc5o4)cc3)C[C@@H]21 | ? | -3.8% | 5.5% | 10.4% | 2.1% | -24.2% | 0.8% | 0.0 | i
CCOC(=O)c1cc(CC)sc1NC(=O)COC(=O)C1CCC1 | 12.9% | 24.2% | 126.3%[activator] | 11.3% | 25.0% | i | -10.6% | 3.8 | i
COC(=O)C1CCN(C(=O)C23CCC(C)(C(=O)O2)C3(C)C)CC1 (stereo not given) | 11.2% | -13.9% | 31.0%[activator] | 1.5% | -8.5% | i | 0.6% | 7.7 | i
CC(C)(C)c1ccc(OCC(=O)N/N=C/c2cc(Br)ccc2OC(=O)c2ccco2)cc1 | 16.5% | -14.1% | -1.8% | 1.9% | · | -21.1% | -13.0% | -9.0 | i
Cc1ccc2c(c1)/C(=C/c1ccccc1F)C(=O)N2 | 21.1% | 0.0% | ? | 5.8% | -26.6% | -46.5%[inhibitor] | 8.4% | 13.2 | i
OCCCCNc1cccc2ccccc12 | 1.0% | 15.3% | 21.3% | 17.0% | 5.3% | -4.3% | 0.4% | 12.7 | i
Cc1cc(N2CCC(C(=O)N(CC(C)C)CC(C)C)CC2)n2nc(C)c(-c3ccc(Cl)cc3)c2n1 | 3.2% | -0.2% | 11.4% | -5.8% | -29.9% | -2.5% | · | · | ·

High-throughput results from PubChem.
